High-throughput results from PubChem.
GPR35 arrestin U2OS: GPR35 antagonists blocking zaprinast-driven arrestin recruitment, primary screen, imaging, U2OS, beta-arrestin-GFP, zaprinast agonist (AID 2058); 290,000 tested, 0.052% active; inhibition, % at 10 µM; hits with a dose series show IC50 in µM; G-protein coupled receptor 35 (Homo sapiens); U2OS GPR35 beta-arrestin-GFP translocation imaging, zaprinast antagonism; higher % means a stronger effect;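 active = inhibition of at least 50% with at least 30 cells and total cytoplasm GFP at most 10,000,000; inconclusive = under 30 cells or total GFP of 10,000,000 plus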
AID2073: inhibitors of Mint1-CaV2.2 protein interaction, biochemical, HTRF (AID 2073); 290,000 tested, 0.19% active; HTRF protein-protein interaction, Mint1-CaV2.2; higher % means a stronger effect; inhibition, % at 20 µM; hits with a dose series show IC50 in µM; Voltage-dependent N-type calcium channel subunit alpha-1B (Homo sapiens); in the data active = inhibition mostly above about 51%, no sharp cut-off; inconclusive = no clear call, values can overlap the other calls; inactive = mostly below about 53%; note: some results filed as inactive read as strong as hits
NTR1 ag: agonists of NTR1, primary screen, imaging, U2OS cells, beta-arrestin-GFP, high content (AID 493036); NTR1-U2OS beta-arrestin-GFP spot imaging, agonist mode; activation, % at 20 µM; 330,000 tested, 0.17% active;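 active = activation at or above 40% of the spot to cytoplasm intensity ratio, with at least 20 cells analyzed; inconclusive = wells under 20 cells, flagged as cytotoxic or low count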;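 note: 0% = DMSO without peptide and 100% = 100 nM NTR1 peptide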
Target sequence (P30989 whole entry, looked up): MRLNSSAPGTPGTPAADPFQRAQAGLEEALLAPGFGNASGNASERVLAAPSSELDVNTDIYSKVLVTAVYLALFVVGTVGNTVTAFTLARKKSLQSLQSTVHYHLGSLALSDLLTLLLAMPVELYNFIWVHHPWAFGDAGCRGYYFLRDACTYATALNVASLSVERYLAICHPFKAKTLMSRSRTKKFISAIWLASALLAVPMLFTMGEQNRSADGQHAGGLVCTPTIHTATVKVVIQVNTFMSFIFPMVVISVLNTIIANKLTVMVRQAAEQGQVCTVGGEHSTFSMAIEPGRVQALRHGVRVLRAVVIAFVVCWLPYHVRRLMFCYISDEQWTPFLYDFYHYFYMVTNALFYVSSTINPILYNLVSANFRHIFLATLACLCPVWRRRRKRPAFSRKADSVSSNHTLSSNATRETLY
LYP phosphatase: inhibitors of LYP phosphatase, biochemical, fluorescence intensity, uHTS (AID 1779) | recombinant LYP phosphatase, fluorescence intensity; higher % means a stronger effect | 290,000 tested, 0.054% active | one-dose inhibition, % at 11.5 µM; IC50 in µM for titrated hits | Tyrosine-protein phosphatase non-receptor type 22 (Homo sapiens); in the data active = inhibition above about 50%;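 note: plate controls were vehicle with enzyme for no effect and no enzyme for full effect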
WT yeast gro inh: growth inhibition of WT strain, primary screen, mitochondrial fusion inhibitor project, WT and mutant strains, chemical genetic. mitochondrial fusion phenotypic screen. inhibition, % at 10 µM. 190,000 tested, 2.1% active. AID 1362, 2008; in the data active = inhibition above about 58%; tested in S. cerevisiae
NS5 inhibitors: Dengue-2 NS5 methyltransferase inhibitors, primary screen, biochemical, confirmation dose response (AID 588689) | Genome polyprotein (Dengue virus type 2 (strain 16681-PDK53)) | Dengue-2 NS5 methyltransferase capping enzyme assay, biochemical; higher % means a stronger effect | one-dose inhibition, % at 25 µM; IC50 in µM for titrated hits | 340,000 tested, 0.3% active; in the data active = a potency from the dose series; inconclusive = inhibition above about 29% without an active follow-up result
RSV antiviral HEp-2: RSV antiviral activity via CPE protection, HEp-2 cells, primary 10 µM value included (AID 2391); HEp-2 cells, RSV-induced CPE inhibition; higher % means a stronger effect; CPE inhibition, % at 10 µM, or IC50 in µM where a hit was titrated; 310,000 tested, 0.13% active; in the data active = a potency from the dose series; inconclusive = CPE inhibition mostly from about 23% at the one dose, without a potency; inactive = the rest, 99 in 100 with CPE inhibition below about 21%; note: strong numbers were not always called active
K1F lysis inhibition: inhibition of K1F phage lysis, E. coli UTI89, bacterial capsule biogenesis inhibitors, alamar blue (AID 488966); E. coli UTI89 K1F phage lysis, alamar blue, 2 h; higher % means a stronger effect; 340,000 tested, 0.02% active; inhibition, % at 100 µM, or IC50 in µM where a hit was titrated;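 active = phage lysis inhibition, versus mean bacterial control, above a set limit; inconclusive = no clear call, values can overlap the other calls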;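 note: capsule biogenesis inhibitors block K1F phage lysis so surviving cells raise fluorescence; higher fluorescence means more inhibition of phage lysis; actives were called in the ten point dose series up to 300 µM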
Autophagy mod: autophagy modulators in MEF cells, primary screen, imaging, high-content, MEF GFP-LC3; MEF GFP-LC3 puncta imaging; test concentration mostly 10 µM; calls only at 10 µM (by protocol); 190,000 tested, 0.98% active; AID 463193, 2010;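 active = percentage of spot-positive cells more than 3 SD above its plate mean, without a fluorescence outlier flag or 80% toxicity; inconclusive = no clear call, values can overlap the other calls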;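 note: spot-positive cell cutoff set from DMSO-treated cells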
WT yeast gro inh mutant strain: recorded beside WT yeast gro inh, whose call it bears; inhibition, %; mitochondrial fusion phenotypic screen, mutant strain inhibition
Autophagy mod cell loss 18 h: also measured in Autophagy mod; calls as there; toxicity, %; measured here: cell loss, nuclei count;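 cell loss after 18 h compound exposure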
NTR1 ag cell count 20 µM: further read-out of NTR1 ag, marked with its call; cell count; measured here: cell count, cytotoxicity flag
NS5 inhibitors pilot replicate: further read-out of NS5 inhibitors, marked with its call; inhibition, %; measured here: pilot screen replicate inhibition
Numbers without * were called inactive; i = inactive; ? = inconclusive; · = not tested or not shown; [ ] = dose if it differs, or a comment.

A first look, 5 compounds:
SMILES	GPR35 arrestin U2OS	AID2073	NTR1 ag	NTR1 ag cell count 20 µM	LYP phosphatase	WT yeast gro inh	WT yeast gro inh mutant strain	NS5 inhibitors	RSV antiviral HEp-2	K1F lysis inhibition	Autophagy mod	Autophagy mod cell loss 18 h	others
C=CCn1c(SCC(=O)NC2CCS(=O)(=O)C2)nnc1-c1cc2c(s1)CCC(CC)C2 (centres undefined)	-18%	?	0.0	62	-3%	-9	-1	-3%	?	0.8%[50 µM]	i	2
Cc1cc(F)ccc1NC(=O)c1cc(S(=O)(=O)N2CCc3ccccc32)cn1C	2%	2%	1.0	99	-2%	·	·	3%	1.0%	-0.7%	·	·
Clc1ccccc1C1=Nn2c(nnc2-c2ccco2)SC1	-1%	-16%	0.0	47	-3%	·	·	·	2.1%	·	·	·
CCOc1ccc(C(C)=O)cc1N1C(=O)C2C3C=CC(C3)C2C1=O (centres undefined)	12%	8%	-0.5	43	-10%	-5	-13	-7%	2.3%	1.8%	i	2
O=C(Nc1ccc(S(=O)(=O)Nc2nccs2)cc1)c1cc(-c2ccncc2)nc2ccccc12	0%	67%	-0.7	60	-3%	·	·	-6%	1.2%	0.1%	·	·

Results, previewed entries included:
SMILES	GPR35 arrestin U2OS	AID2073	NTR1 ag	NTR1 ag cell count 20 µM	LYP phosphatase	WT yeast gro inh	WT yeast gro inh mutant strain	NS5 inhibitors	RSV antiviral HEp-2	K1F lysis inhibition	Autophagy mod	Autophagy mod cell loss 18 h	others
C=CCn1c(SCC(=O)NC2CCS(=O)(=O)C2)nnc1-c1cc2c(s1)CCC(CC)C2 (centres undefined)	-18%	?	0.0	62	-3%	-9	-1	-3%	?	0.8%[50 µM]	i	2
Cc1cc(F)ccc1NC(=O)c1cc(S(=O)(=O)N2CCc3ccccc32)cn1C	2%	2%	1.0	99	-2%	·	·	3%	1.0%	-0.7%	·	·
Clc1ccccc1C1=Nn2c(nnc2-c2ccco2)SC1	-1%	-16%	0.0	47	-3%	·	·	·	2.1%	·	·	·
CCOc1ccc(C(C)=O)cc1N1C(=O)C2C3C=CC(C3)C2C1=O (centres undefined)	12%	8%	-0.5	43	-10%	-5	-13	-7%	2.3%	1.8%	i	2
O=C(Nc1ccc(S(=O)(=O)Nc2nccs2)cc1)c1cc(-c2ccncc2)nc2ccccc12	0%	67%	-0.7	60	-3%	·	·	-6%	1.2%	0.1%	·	·
O=C(O)/C=C\C(=O)Nc1ccc(N2CCN(c3ccc(Cl)c(Cl)c3)CC2)cc1	25%	38%	13	77	1%	20	30	2%	19%	0.8%	i	7
CCOC(=O)N1CCN(Cc2ccccc2Cl)CC1	0%	-1%	-1.0	56	4%	6	5	-11%	0.1%	-0.9%	i	1
O=C(N/N=C/c1ccc2c(c1)OCO2)c1ccc(Br)o1	3%	4%	0.5	63	2%	3	9	4%	4.4%	0.1%	i	-5
Cc1ccc(CNC(=O)CC2C(=O)Nc3c2c(=O)n(C)c(=O)n3Cc2ccccc2)cc1 (centres undefined)	16%	9%	0.5	40	1%	-24	14	1%	1.8%	-0.7%	i	2
CC(=O)c1ccc(NC(=O)CSc2nccn2C)cc1	1%	2%	0.1	50	0%	·	·	6%	0.4%	-0.1%	·	·
CC1CC(C)CN(CCCNC(=O)C2CCCN(S(=O)(=O)N3CC(C)CC(C)C3)C2)C1 (centres undefined)	7%	-6%	-0.1	60	-9%	·	·	19%	-0.9%	0.2%	·	·
Cc1cnc(C(=O)Nc2ccccc2-n2cccc2)cn1	-1%	-4%	-1.4	56	-4%	1	11	-5%	-0.1%	-0.2%	i	4
CC(CC(F)(F)F)N1CCC(n2nccc2NC(=O)CCOc2ccccc2)CC1 (centres undefined)	8%	-1%	1.1	66	-12%	·	·	-6%	1.4%	0.2%	·	·
O=C(NCC1CCCCC1)c1cccc(S(=O)(=O)N2CCCC2)c1	·	·	1.3	59	·	·	·	-2%	0.6%	-0.3%[50 µM]	·	·
CC1(C)CC(=O)C2=C(C1)N(c1ccccc1)C(N)=C(C#N)C2c1ccccc1 (centres undefined)	-15%	4%	-0.8	90	-1%	-12	-1	-1%	0.7%	0.0%	i	-2
COC(=O)c1cccc(NC(=S)N2CCN(c3ccccc3F)CC2)c1	7%	-24%	1.7	45	-3%	12	12	-2%	0.9%	-0.7%	i	-8
Cc1oc(-c2ccccc2)cc1C(=O)NC1CCN(Cc2ccccc2)CC1	4%	5%	4.1	33	-8%	·	·	·	-0.1%	·	·	·
Cc1ccccc1CNC(=O)/C=C\C(=O)O	-8%	6%	-0.2	43	-2%	12	7	-4%	1.5%	3.3%	i	10
CN1CCN(C(=O)C2=C[C@@H](c3csc4ccccc34)C[C@@H](OCc3ccc(CO)cc3)O2)CC1	-10%	12%	22	71	-5%	2	-1	-1%	2.0%	1.0%	i	26
CCOC(=O)c1c(NC(=S)NC(=O)c2ccco2)sc2c1CCCC2	-10%	4%	0.4	81	-5%	9	19	-8%	2.7%	3.0%	i	9
COCCN(Cc1cc2cc(C)ccc2[nH]c1=O)S(=O)(=O)c1ccc(Cl)cc1	-5%	2%	0.6	62	-9%	·	·	-12%	10%	-0.3%	·	·
CCOc1ccc(N2C(=O)C(CC(=O)Nc3ccccc3)N(Cc3ccccn3)C2=S)cc1 (centres undefined)	-12%	-29%	-0.5	68	-1%	-3	-5	-10%	5µM*	0.7%	i	-3
Cc1ccc(NC(=S)N2CCN(S(=O)(=O)c3ccccc3)CC2)cc1C	-6%	-13%	0.5	84	5%	·	·	3%	0.5%	0.1%[50 µM]	·	·
NC1=NC(c2cn[nH]c2-c2cccc(F)c2)n2c(nc3ccccc32)N1 (centres undefined)	0%	6%	-1.0	60	-7%	0	1	0%	2.1%	0.4%	i	-4
CC(O)CNC(=O)Cc1cc(=O)[nH]c(=O)[nH]1 (centres undefined)	-5%	-3%	-0.3	60	-12%	·	·	2%	1.1%	0.6%	·	·
CC(=O)C(C)Oc1ccc2c3c(c(=O)oc2c1)CCCCC3 (centres undefined)	8%	45%	2.1	78	-6%	-8	-2	-7%	49%	-0.2%	i	2	NS5 inhibitors pilot replicate=-3.5
Cc1ccc(C)c(Cn2c(=O)n(CCCC(=O)NCc3ccco3)c(=O)c3sccc32)c1	-1%	3%	-2.0	98	-6%	-6	-6	2%	0.7%	0.5%	i	34
COc1ccc(O)c(C(=O)/C=C/c2cc3ccccc3o2)c1	·	·	12	53	·	·	·	-2%	5.2%	-4.7%	i	5
COc1ccc(C(CNC(=O)CCNC(=O)c2ccccc2Cl)N2CCCC2)cc1 (centres undefined)	·	·	-3.2	78	·	·	·	-4%	-0.2%	-0.2%[50 µM]	·	·
CC(NS(=O)(=O)c1ccc(CCC(=O)N2CCN(C)CC2)cc1)c1ccccc1 (centres undefined)	-10%	-2%	-1.6	83	-2%	-15	-20	-6%	-1.6%	0.7%	i	-3
COc1ccc(-c2ccc(-c3noc(-c4cccc(OC)c4)n3)c(OC)n2)cc1	10%	22%	1.6	43	-7%	-4	-4	-3%	4.0%	1.6%	i	0
Cc1cc(=O)n(-c2ccccc2Cl)[nH]1	-11%	7%	-0.3	50	-7%	3	6	-4%	0.8%	0.5%	i	-2
O=C1c2ccsc2SCCN1Cc1ccc(F)cc1	17%	9%	-0.3	95	-5%	·	·	2%	2.3%	-0.2%	·	·
Cc1ccc(C)c(C(=O)C(C)Sc2nc3nn(-c4ccccc4)c(=O)c-3c3n2CCCCC3)c1 (centres undefined)	-12%	9%	4.3	72	1%	·	·	-6%	2.7%	2.0%[50 µM]	·	·
CN(C)Cc1ccc(O)c(CCc2ccccc2)n1	-10%	-2%	-2.2	87	-6%	-5	0	-4%	1.1%	1.0%	i	-10
CC(C)n1c(SCC(=O)Nc2ccc(N3CCOCC3)cc2)nnc1-c1ccco1	2%	-14%	3.6	40	-12%	·	·	21%	0.4%	-0.4%	·	·
COCCNC(=O)c1ccc(C2SCC(=O)N2Cc2ccco2)cc1 (centres undefined)	8%	25%	-0.5	75	-7%	-8	-25	-6%	2.2%	-0.1%	i	-6
Cc1ccccc1NC(=O)C1CCCN1S(=O)(=O)c1ccccc1C(F)(F)F (centres undefined)	·	·	1.0	66	·	·	·	-5%	1.1%	-0.8%	·	·
CN(C)/C=C/C(=O)c1ccc(OCCN(C)c2ccccn2)cc1	-5%	24%	1.7	87	-1%	·	·	-7%	0.8%	0.0%	·	·
O=C(CSc1ncn[nH]1)N1CCOCC1	-4%	-1%	-0.1	87	-6%	-10	-9	-6%	1.0%	0.1%	i	43
O=C(CSCc1nc2ccccc2[nH]1)N1CCN(c2cccc(Cl)c2)CC1	-3%	-14%	1.1	74	-5%	-7	-11	-7%	-2.7%	-0.1%	i	5
N#Cc1cccc(NC(=O)CN2CCCCCC2)c1	3%	10%	-0.4	51	-4%	·	·	9%	0.7%	1.2%	·	·
O=C(/C=C/c1c(F)cccc1Cl)Nc1cccnc1	7%	2%	-0.1	43	-5%	·	·	-11%	1.6%	0.1%	·	·
CCOC(=O)c1sc(NC(=O)c2ccncc2)nc1C	7%	6%	0.4	46	-2%	10	-3	4%	-1.9%	0.7%	i	12
C/C(=N\NC(=O)Cn1c(-c2ccccn2)nc2ccccc21)c1cccc(O)c1	-4%	5%	-1.8	97	-4%	-5	-1	·	7.2%	-0.1%	i	6
